Source: PubChem BioAssay
ADAM17 inh: inhibits human ADAM17; recombinant ADAM17, EDANS/DABCYL FRET peptide cleavage; inhibition, % at 6.95 µM; actives 0.83% (n = 370,000); AID 720648;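 active = inhibition above the mean of compounds lying between control limits plus 3 SD, set per campaign, cut at about 8.5% in these data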;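 note: 0% = DMSO-only wells as the low control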
ARFGAP1 inhibitor: inhibitors of rat ARFGAP1 | Arfgap1-stimulated ARF1 GTP hydrolysis, GDP FP detection | AID 651572 | inhibition, % at 16.5 µM | actives 0.26% (n = 360,000);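 active = inhibition above a per-plate limit, mean inhibition of low control wells plus 3 SD, cut at about 25% in these data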;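 note: 0% = DMSO wells with enzyme and 100% = wells lacking Arfgap1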
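Material: rat Arfgap1 catalytic domain, aa 1-136; also added: human ARF1(Δ1-17)-GTP substrate; compound dosing: one concentration, 16.5 µM, DMSO 1.26%; incubation: GTP hydrolysis reaction 2 h at 25 °C; measured by: Tracer-displacement fluorescence polarization with EDTA stop, 620/688 nm; evaluation: % inhibition from polarization; repeats: one replicate per compound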
LEDGF integ inh: blocks HIV-1 LEDGF/p75-dependent DNA integration. TR-FRET IN-LEDGF/p75 DNA integration, Eu/Cy5. inhibition, % at 3.7 µM. actives 0.64% (n = 370,000);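 active = inhibition above the screen-wide mean plus 3 SD, cut at about 13% in these data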;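 note: signal is the Cy5 over europium emission ratio at 671 and 618 nm; 0% = plate median of compound wells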
TDP2 inh: TDP2 (human) inhibition, absorbance primary screen; O95551; inhibition, % at 12.8 µM; recombinant TDP2, T5PNP hydrolysis, p-nitrophenol absorbance 415 nm; actives 0.34% (n = 370,000);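 active = inhibition above the mean of all tested compounds plus 3 SD, set per campaign, cut at about 25% in these data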;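 note: 0% = DMSO with enzyme and 100% = buffer with substrate but no TDP2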
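System – recombinant human TDP2 · Quantity – TDP2 enzyme at 120 nM final · Doses – single concentration, 12.8 µM nominal, with 1% DMSO · Incubation – 2 h at 37 °C · Measured by – epi absorbance of p-nitrophenol freed from T5PNP by hydrolysis · Read-out – % inhibition relative to enzyme-containing and enzyme-free wells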
Tn6 DDE FP: inhibitors of Tn6 peptide binding to human fibrin DD(E); P02675; Fibrin DD(E) TRITC-Tn6 fluorescence polarization displacement; actives 0.21% (n = 370,000); inhibition, % at 8.3 µM;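 active = inhibition above a per-campaign cutoff: mean of compounds within control limits plus 3 SD, cut at about 15% in these data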;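 note: 0% = median of all compound wells on the plate and 100% = blocking peptide control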
KLK7 zymogen act: proKLK7 (human) activation, primary screen. actives 0.9% (n = 370,000). purified proKLK7, EDANS-DABCYL substrate fluorescence; 100% is mature enzyme control, 0% vehicle. activation, % at 7 µM;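 active = activation above the mean of all tested compounds plus 3 SD, computed per campaign excluding outliers beyond control limits, cut at about 13% in these data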
ADAM10 inh: inhibitors of human ADAM10; O14672; inhibition, % at 7 µM; recombinant ADAM10, EDANS/DABCYL FRET peptide cleavage, 3 h; actives 0.62% (n = 370,000);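 active = inhibition above a per-campaign cutoff equal to the mean of compounds falling between control-based bounds plus 3 SD, cut at about 20% in these data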;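 note: 0% = DMSO wells while the 100% control is not disclosed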
DDE Tn7 FP inh: DD(E)-Tn7 binding inhibition, primary FP screen; actives 0.13% (n = 370,000); FP displacement of FITC-Tn7 peptide from fibrin DD(E); 0% = median of compound wells per plate; inhibition, % at 8.3 µM; AID 720508;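 active = inhibition above the mean of compounds falling within the control limits plus 3 SD of them, cut at about 14% in these data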;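 note: 0% = plate median of compound wells and 100% = 10 µM Aha-Tn7 peptide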
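Assay system: Human clot-derived fibrin DD(E) complex | Buffer or medium: Tris/NaCl/CaCl2 buffer, pH 7.8 | Repeats: One replicate per compound | Benchmarks: Aha-Tn7 high control | Measure: % inhibition scaled between sample-field median and high-control FP | Schedule: 10 min plus 3 h, room temperature | Signal: Fluorescence polarization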
ASAP1 inh: inhibitors of human ASAP1 ArfGAP activity | ASAP1-stimulated ARF1 GTP hydrolysis, GDP FP detection | inhibition, % at 16.5 µM | actives 0.19% (n = 360,000) | AID 624377; in the data active = inhibition above about 25%;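 note: 0% = vehicle with enzyme and substrate and 100% = no enzyme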
PLCg1 inh: blocks human PLC-gamma1 enzyme activity | purified PLC-gamma1, fluorogenic substrate, fluorescence | inhibition, % at 12.2 µM | actives 0.84% (n = 370,000) | AID 720700; in the data active = inhibition above about 9.5%
Target sequence (P19174 whole entry, looked up): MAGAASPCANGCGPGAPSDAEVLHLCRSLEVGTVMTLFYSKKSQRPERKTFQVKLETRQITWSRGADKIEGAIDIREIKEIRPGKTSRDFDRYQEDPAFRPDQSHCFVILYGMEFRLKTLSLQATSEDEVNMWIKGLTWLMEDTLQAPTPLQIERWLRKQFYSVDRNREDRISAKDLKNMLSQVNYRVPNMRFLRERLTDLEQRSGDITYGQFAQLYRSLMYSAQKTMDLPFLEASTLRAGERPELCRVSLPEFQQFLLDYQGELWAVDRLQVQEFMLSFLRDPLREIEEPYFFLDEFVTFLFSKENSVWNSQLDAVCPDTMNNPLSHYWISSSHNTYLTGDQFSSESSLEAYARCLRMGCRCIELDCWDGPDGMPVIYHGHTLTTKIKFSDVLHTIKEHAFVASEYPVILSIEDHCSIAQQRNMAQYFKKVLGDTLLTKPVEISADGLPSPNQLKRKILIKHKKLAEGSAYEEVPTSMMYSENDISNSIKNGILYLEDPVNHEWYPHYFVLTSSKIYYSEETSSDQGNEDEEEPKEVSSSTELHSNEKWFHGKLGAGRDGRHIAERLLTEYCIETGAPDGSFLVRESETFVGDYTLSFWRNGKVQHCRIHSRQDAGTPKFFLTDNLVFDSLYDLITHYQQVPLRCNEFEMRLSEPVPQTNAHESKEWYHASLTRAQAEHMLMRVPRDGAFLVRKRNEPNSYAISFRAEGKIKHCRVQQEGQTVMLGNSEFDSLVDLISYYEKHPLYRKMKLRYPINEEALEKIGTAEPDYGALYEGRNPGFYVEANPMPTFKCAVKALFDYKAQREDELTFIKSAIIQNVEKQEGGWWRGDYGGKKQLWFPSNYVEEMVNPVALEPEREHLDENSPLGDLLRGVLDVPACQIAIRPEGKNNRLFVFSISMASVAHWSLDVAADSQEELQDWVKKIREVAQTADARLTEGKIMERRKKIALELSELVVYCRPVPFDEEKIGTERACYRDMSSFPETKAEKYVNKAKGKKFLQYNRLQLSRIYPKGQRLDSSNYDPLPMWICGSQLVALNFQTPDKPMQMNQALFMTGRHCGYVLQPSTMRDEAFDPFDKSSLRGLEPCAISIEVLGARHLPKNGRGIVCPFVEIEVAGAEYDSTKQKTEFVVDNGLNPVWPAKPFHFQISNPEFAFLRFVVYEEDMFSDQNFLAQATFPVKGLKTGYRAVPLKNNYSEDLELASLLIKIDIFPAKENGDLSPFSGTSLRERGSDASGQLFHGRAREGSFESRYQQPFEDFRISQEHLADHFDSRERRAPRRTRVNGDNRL
Numbers without * were called inactive; . = no result given.

SMILES	ADAM17 inh	ARFGAP1 inhibitor	LEDGF integ inh	TDP2 inh	Tn6 DDE FP	KLK7 zymogen act	ADAM10 inh	DDE Tn7 FP inh	ASAP1 inh	PLCg1 inh
CCC1=NN2C(=N)/C(=C/c3ccc(OS(=O)(=O)c4ccccc4)c(OC)c3)C(=O)N=C2S1	-20.0	-11.4	5.3	-13.5	5.1	0.0	-66.8	-5.5	9.2	-15.1
CCOc1cc(C(=O)OC(C)C(=O)Nc2ccc(S(N)(=O)=O)cc2)ccc1OCC(=O)N1CCOCC1 (stereo not drawn)	-3.0	-3.9	-1.3	5.6	-0.7	0.3	-2.6	-2.7	-5.9	-5.9
COC(=O)C(NC(=O)CN1C(=O)c2ccccc2C1=O)c1ccc(O)c(OC)c1 (stereo not drawn)	-4.1	5.1	1.0	-8.7	3.2	-0.2	-6.8	-0.4	-0.5	-0.6
COc1ccc(OCCCC(=O)Nc2nnc(C3CCCO3)s2)cc1 (stereo not drawn)	-3.9	6.6	-1.1	-1.3	-0.4	-0.3	12.2	6.5	2.4	1.2
COC(=O)CN1C(=S)N(C)C(=O)/C1=C/c1cccs1	3.3	8.3	-5.1	-7.7	-5.1	1.7	9.7	3.5	-4.4	7.5
COc1ccc(/C=C/C(=O)O)cc1S(=O)(=O)N1CCC(Cc2ccccc2)CC1	-2.6	-3.3	2.8	20.1	-8.5	0.2	1.6	-3.4	-20.4	-1.2
CC(=O)Nc1ccc(S(=O)(=O)NCc2cccnc2)cc1	-3.5	-10.9	-1.5	2.6	-1.1	-0.3	1.3	4.9	1.6	0.4
C=CCc1ccccc1OCC(O)CN(CC)CC (stereo not drawn)	-5.9	0.8	-1.7	7.1	1.6	0.3	-16.0	2.3	-4.9	-2.5
Cc1cc(=O)oc(C)c1C(=O)Nc1cccnc1Cl	-2.8	2.2	-1.7	7.1	1.0	0.4	0.1	-0.7	3.7	-1.5
O=C(NCCSCc1ccco1)c1ccc(CN2CCOCC2)cc1	-1.1	-2.7	1.9	-5.4	-3.9	0.6	-0.1	-6.5	12.0	1.7
COc1ccc2oc(-c3ccc(C)c(NC(=O)c4ccc(N5CCOCC5)c([N+](=O)[O-])c4)c3)nc2c1	-3.6	-11.0	0.2	6.2	5.2	0.0	-8.0	1.9	10.7	-9.9
Cn1c(SCC(=O)Nc2ccc3c(c2)oc2ccccc23)nnc1-c1ccccc1	-1.7	12.4	0.3	5.3	-3.4	0.3	3.4	-4.6	12.4	-3.0
CC(C)OC(=O)c1ccc2ccc(-c3ccccc3)nc2c1	-2.7	2.7	-2.0	-5.9	0.6	-0.4	-11.9	2.5	1.5	-0.5
CCN(CC)C(=O)c1[nH]cnc1C(=O)N[C@@H](CCCCNC(=O)OC(C)(C)C)C(=O)OC(C)(C)C	-3.9	-0.1	-2.3	-11.9	9.2	-0.2	-3.5	7.2	-10.4	1.4
CC[C@@]1(C(=O)OC)N[C@H](CN(C)C(=O)NC(C)C)[C@@H]2C(=O)N(Cc3ccccc3)C(=O)[C@@H]21	-4.1	1.2	-0.5	0.8	10.7	0.1	-7.4	8.5	-7.0	-0.1
CCNc1nc(-c2ccc(Cl)cc2)cs1	-2.5	-6.7	3.0	4.0	-3.7	-1.2	1.6	6.6	3.0	3.2
COCCNC(=O)COc1coc(CN2CCN(Cc3ccccc3)CC2)cc1=O	-5.7	9.1	3.0	15.0	-5.4	0.6	0.0	-2.5	5.5	0.0
O=C1NC2(CCCCC2)NN1c1ccccc1	-3.0	9.7	0.7	-3.3	2.6	-0.4	6.2	4.0	4.7	-1.7
Cc1cccc2cc(C#N)c(NCc3ccccc3)nc12	-73.2	0.2	-3.4	-17.2	-11.8	-2.5	-231.2	7.0	1.5	-60.7
Cc1cc(NC(=O)C2CC2)ncc1NC(=O)c1ccccn1	1.4	-7.5	-2.1	5.9	1.6	-7.0	3.0	-3.0	7.5	1.3

Fetched by structure from the entries so far:
SMILES	ADAM17 inh	ARFGAP1 inhibitor	LEDGF integ inh	TDP2 inh	Tn6 DDE FP	KLK7 zymogen act	ADAM10 inh	DDE Tn7 FP inh	ASAP1 inh	PLCg1 inh
CCNc1nc(-c2ccc(Cl)cc2)cs1	-2.5	-6.7	3.0	4.0	-3.7	-1.2	1.6	6.6	3.0	3.2
O=C(NCCSCc1ccco1)c1ccc(CN2CCOCC2)cc1	-1.1	-2.7	1.9	-5.4	-3.9	0.6	-0.1	-6.5	12.0	1.7

Looked up above:
For ADAM10 inh, Cc1cc(NC(=O)C2CC2)ncc1NC(=O)c1ccccn1 has the entry 3.0
For ARFGAP1 inhibitor, O=C1NC2(CCCCC2)NN1c1ccccc1 has the entry 9.7

Additional structures
SMILES	ADAM17 inh	ARFGAP1 inhibitor	LEDGF integ inh	TDP2 inh	Tn6 DDE FP	KLK7 zymogen act	ADAM10 inh	DDE Tn7 FP inh	ASAP1 inh	PLCg1 inh
Cc1ccc(CCC(=O)Nc2nccs2)o1	-1.2	-2.0	-1.6	-1.1	2.3	0.3	4.1	6.5	4.9	-0.3
CCCCc1cn(C[C@H]2CC[C@@H]([C@@H]3CC[C@H](Cn4cc(CCCC)nn4)O3)O2)nn1	-19.5	10.6	1.1	-0.4	-2.4	-0.1	1.5	1.0	-1.0	3.3
CC(OC(=O)Cn1c(C(F)(F)F)nc2ccccc21)C(=O)N1CCCc2ccccc21 (stereo not drawn)	-5.9	4.6	-0.4	1.2	-1.1	0.2	-1.2	2.5	-0.7	-2.4
O=C(N/N=C/c1ccoc1)c1ccc(Cl)cc1Cl	-0.3	1.7	0.0	2.8	-8.1	-0.2	-0.6	-0.2	19.3	1.3
Cc1ccc(NCc2nnc(SCC(=O)c3ccc4c(c3)OCCO4)o2)c(C)c1	-2.6	6.6	-2.4	8.4	-9.1	-0.3	0.1	4.2	-7.3	-3.4
O=C(NC(=S)N1CCN(c2ccccc2)CC1)c1ccco1	-5.3	10.9	1.0	-1.3	-2.1	0.5	-13.8	4.4	-13.8	-29.9
CCOC(=O)c1c(NC(=O)CSc2nnc(-c3cccnc3)n2Cc2ccco2)sc(C)c1C	-2.1	-10.6	0.2	-5.9	1.9	13.5*	10.9	7.0	-15.5	0.2
COc1cccc(CN(C)CC(=O)Nc2sc3c(c2C#N)CCC3)c1OC	0.3	12.7	2.7	-13.1	-2.8	0.1	7.4	-3.0	-0.6	3.4
COc1ccc(OCC(=O)Nc2ccc(S(=O)(=O)N3CCN(C)CC3)cc2)cc1	0.9	-7.3	-3.3	-7.2	6.3	0.5	4.5	2.5	-15.0	2.1
O=C(CN1CCN(C(=O)c2ccccc2F)CC1)Nc1ccc(Br)cc1	-1.6	-4.4	0.8	6.5	2.5	-0.2	0.8	3.6	-0.6	2.2
O=C(CSc1nnc(NC(=O)C2CC2)s1)NCc1ccccc1Cl	2.7	7.5	2.5	2.8	1.0	0.6	1.2	-6.3	4.0	2.6
CCC(CC)C(=O)Nc1cccc(C(=O)NCCc2ccc(S(N)(=O)=O)cc2)c1	0.6	4.5	-0.9	-5.7	-3.5	0.7	6.5	-1.1	7.8	-0.2
CC(C)Cc1nnc(NC(=O)CN2C(=O)NC3(CC(C)CC(C)(C)C3)C2=O)s1 (stereo not drawn)	4.8	3.6	2.7	3.3	6.7	-0.6	7.4	3.4	-5.3	5.3
NS(=O)(=O)c1cccc(NC(=O)CSc2nnc(C3CC3)n2Cc2ccccc2)c1	-5.4	-5.6	0.2	13.2	-4.0	0.2	3.0	-6.1	-6.7	2.1
C[C@H]1COc2cccc(N3CCCC3)c2S(=O)(=O)N1C	-4.4	.	-5.0	-9.3	0.6	0.0	-2.3	-5.3	.	-1.8
Cc1ccc(NC(=O)N2CCCC2C(=O)NCCC2=CCCCC2)cc1 (stereo not drawn)	0.6	-3.1	2.0	-0.3	-4.8	-0.6	13.6	1.1	-9.6	7.2
Cc1occc1C(=O)N1CCN(c2ccc(Cl)cc2)CC1	-6.9	-2.6	0.8	11.7	-0.7	-0.2	-5.3	-4.5	-0.5	-4.5
NNC(=O)c1ccc(CN2CCCCC2)o1	-2.0	-8.9	3.9	0.0	-4.8	-0.2	-3.2	-5.0	-9.3	1.2
CCCN(Cc1ccc(N(CC)CC)cc1)CC1CC1	0.7	4.6	2.7	9.6	-2.7	-0.8	-0.5	0.6	1.9	1.9
CN(CC(=O)NCCc1ccc(S(N)(=O)=O)cc1)CC(=O)Nc1ccc(Cl)c(C(F)(F)F)c1	1.9	12.4	0.8	-0.4	3.0	0.2	-6.5	6.3	-1.8	-0.2
CC(=O)Nc1ccc(N/C=C/C(=O)c2ccc(C)o2)cc1	-5.9	-0.3	1.8	6.7	7.2	1.0	-13.1	-1.1	-10.1	-46.6
CC(=O)Nc1ccc(S(=O)(=O)NNC(=O)c2cccc(Br)c2)cc1	1.2	-4.0	0.0	-5.6	4.0	-0.6	12.3	0.2	0.8	0.8
O=C(c1cc([N+](=O)[O-])ccc1Cl)N1CCN(c2ccccc2)CC1	0.7	6.3	-0.1	-14.9	2.6	0.0	-1.5	-6.5	4.0	1.7
COc1ccc(NC(=S)Nc2cccnc2)c(OC)c1	-3.9	7.3	4.2	2.0	2.5	-0.5	3.2	-4.5	0.6	0.8
Oc1ccc(COCc2ccccc2)c2cccnc12	2.3	6.5	0.5	-5.0	11.0	0.5	10.4	-0.2	-10.8	-1.5
O=C(CCCNS(=O)(=O)c1cccs1)N1CCN(c2ccc(F)cc2)CC1	-3.3	1.8	-0.9	-2.5	4.8	1.0	0.4	4.1	11.0	1.5
O=C(OCc1ccccc1)N1CCC2CC1c1cc(N3CCN(S(=O)(=O)c4cc(Cl)cc(Cl)c4)CC3)ccc12 (stereo not drawn)	-2.5	-6.6	-0.7	7.0	5.4	0.6	-4.7	-0.7	4.0	0.0
COc1ccc(C)cc1N(C(=O)c1ccc(C#N)cc1)C1=NC(C)(C)CS1	-5.0	0.6	-7.2	8.4	-1.2	0.5	-3.4	1.4	-14.7	3.4
Cc1cc(C(=O)NCC(=O)Nc2ccc(F)c(F)c2)c(C)o1	-4.8	-14.2	-0.2	1.0	-2.7	-0.2	-7.1	-4.0	-11.9	3.2
CN(C)c1ccc(C(CNC(=O)c2ccc(F)cc2)c2c[nH]c3ccccc23)cc1 (stereo not drawn)	2.0	6.0	-1.5	-1.3	2.7	-0.3	8.8	-0.6	1.0	0.2
CCS(=O)(=O)n1nc(-c2ccc(OC)cc2)nc1SC	-5.3	12.2	3.3	2.9	-12.0	-0.4	-3.7	6.0	0.8	-1.1
FC(F)(F)c1cc(Oc2ccccc2)ncc1-c1nnc(-c2ccccc2Cl)o1	-6.6	-5.6	-3.3	5.7	-3.1	-0.7	-6.5	2.9	-1.5	-5.5
